Source: PubChem (several laboratories)
SMARCA2 activ: activators of SMARCA2 function; AID 652017; activation, % at 9.1 µM; 1% of 370,000 active; MG213 cells, MMTV-luciferase reporter, dexamethasone, overnight; in the data active = activation above about 7.8%;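 also: 0% = vehicle wells and 100% = reference activator wells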
ssDAF12 agonist: S. stercoralis DAF-12 activation, primary screen. HEK293 ssDAF-12/GRIP1 lit1-tk-luc reporter, luminescence; % of 3 µM dafachronic acid response. activation, % at 6.8 µM. 1% of 370,000 active. AID 652126;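 active = activation above the mean over all tested compounds plus 3 SD, cut at about 0.9% in these data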;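 also: 0% = DMSO-only wells and 100% = 3 µM delta7-dafachronic acid wells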
hcDAF-12 act: activators of H. contortus DAF-12 nuclear receptor; HEK293 hcDAF-12 lit1-tk-luc reporter, luminescence; 0% DMSO, 100% Δ7-dafachronic acid; activation, % at 6.8 µM; 1.4% of 370,000 active;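 active = activation above the mean of all tested compounds plus 3 SD, cut at about 5.5% in these data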;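 also: 100% = response to 3 µM Δ7-dafachronic acid high control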
PG9 binder: small molecules binding HIV-1 gp120 antibody PG9; inhibition, % at 6.7 µM; AID 624416; TR-FRET gp120-PG9 antibody binding; 0.43% of 360,000 active; in the data active = inhibition above about 8.5%
sPLA2-III inh: Inhibits HGIII-sPLA2 liposome hydrolysis, primary screen. inhibition, % at 12.2 µM. Q9NZ20. 0.56% of 370,000 active. QFRET BODIPY PC-A2 liposome hydrolysis, fluorescence;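 active = inhibition above mean plus 3 SD of compounds lying within the high and low control bounds, cut at about 19% in these data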;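 also: 0% = median of test compound wells and 100% = no enzyme DMSO wells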
DAX1 inh-1: blocks DAX1 repression of SF-1 activated StAR promoter. 1.1% of 370,000 active. HEK293T StAR-luciferase reporter, SF-1/DAX-1 repression relief. AID 652010. inhibition, % at 6.8 µM;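 active = inhibition above the mean over all tested compounds plus 3 SD, cut at about 3.6% in these data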;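 also: 0% = DAX-1 cells with DMSO and 100% = cells lacking DAX-1 with DMSO; higher inhibition means more luminescence from relief of DAX-1 repression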
hgDAF-12 ag: agonists of H. glycines DAF-12 nuclear receptor. HEK293 GAL4-hgDAF12 UAS-luciferase reporter, agonist luminescence; normalized to butyrate control. activation, % at 6.8 µM. 1.8% of 370,000 active;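 active = activation above a cutoff set at the mean of all screened compounds plus 3 SD, cut at about 10% in these data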;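 also: 0% = DMSO wells and 100% = sodium butyrate wells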
DAX1 inh-2: inhibitors of human orphan nuclear receptor DAX1 (NR0B1). P51843. HEK293 Gal4-DAX1 luciferase reporter, luminescence. inhibition, % at 6.75 µM. 0.99% of 340,000 active. AID 504766;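 active = inhibition above the mean over all tested compounds plus 3 SD, cut at about 4.2% in these data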;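 also: 0% = DAX1-transfected cells with DMSO and 100% = empty-vector control cells with DMSO; inhibition shows as a rise in luminescence from relieved DAX1 repression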
Target sequence (P51843 207-470 limits assumed): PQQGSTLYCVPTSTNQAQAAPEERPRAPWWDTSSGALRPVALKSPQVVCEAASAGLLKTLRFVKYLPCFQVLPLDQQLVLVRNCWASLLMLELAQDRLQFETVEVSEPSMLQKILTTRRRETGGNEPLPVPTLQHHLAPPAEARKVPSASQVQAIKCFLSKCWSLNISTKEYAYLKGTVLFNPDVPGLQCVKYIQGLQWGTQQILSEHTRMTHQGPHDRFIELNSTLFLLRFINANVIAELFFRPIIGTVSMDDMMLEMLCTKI
Rev-erbA mod: Rev-erb alpha (human) modulation; Rev-erbα–FITC-DNA binding, fluorescence polarization, 90 min; activity, % at 10 µM; 0.79% of 370,000 active;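 active = activity above about 14%, limit read from the data; passing the limit was not always enough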;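 also: 0% = DMSO wells with 35 nM protein and 100% = DMSO wells with 750 nM protein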
Target sequence (P20393 whole entry, looked up): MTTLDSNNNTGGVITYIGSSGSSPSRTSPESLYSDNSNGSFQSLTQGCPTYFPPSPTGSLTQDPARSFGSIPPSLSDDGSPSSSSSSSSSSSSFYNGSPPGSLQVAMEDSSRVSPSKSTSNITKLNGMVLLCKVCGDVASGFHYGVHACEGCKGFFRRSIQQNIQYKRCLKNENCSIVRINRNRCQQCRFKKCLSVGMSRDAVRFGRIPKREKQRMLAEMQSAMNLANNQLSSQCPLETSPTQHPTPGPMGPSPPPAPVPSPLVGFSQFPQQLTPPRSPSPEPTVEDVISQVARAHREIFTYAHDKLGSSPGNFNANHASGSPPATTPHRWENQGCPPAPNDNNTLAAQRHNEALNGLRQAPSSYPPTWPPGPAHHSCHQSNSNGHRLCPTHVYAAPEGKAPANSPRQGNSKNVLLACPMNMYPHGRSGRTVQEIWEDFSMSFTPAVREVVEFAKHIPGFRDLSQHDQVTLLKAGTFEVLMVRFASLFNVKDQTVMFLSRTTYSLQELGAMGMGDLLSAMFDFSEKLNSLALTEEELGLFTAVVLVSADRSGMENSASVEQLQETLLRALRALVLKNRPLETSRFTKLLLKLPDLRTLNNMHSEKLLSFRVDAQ
FXN GAA850 act: increases GAA850 frataxin promoter reporter activity. 0.56% of 360,000 active. activation, % at 6 µM. HEK293 lucGAA850 FXN promoter luciferase reporter, 24 h; percent of 10 µM SAHA response;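 active = activation above the average of all compounds screened plus 3 SD, cutoff fixed separately per campaign, cut at about 7.5% in these data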;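 also: 0% = DMSO wells and 100% = 10 µM SAHA wells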
PLC-beta3 inh: inhibitors of human phospholipase C beta3. Purified PLC-beta3, fluorogenic substrate, fluorescence. inhibition, % at 12.2 µM. 0.18% of 370,000 active; in the data active = inhibition above about 11%;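 also: 0% = median of compound wells on plate and 100% = full blocker control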
An asterisk follows results filed as active; . = no result given.

SMILES	SMARCA2 activ	ssDAF12 agonist	hcDAF-12 act	PG9 binder	sPLA2-III inh	DAX1 inh-1	hgDAF-12 ag	DAX1 inh-2	Rev-erbA mod	FXN GAA850 act	PLC-beta3 inh
COc1cccc(NC(=O)CSc2nnc(NC(=O)C3CC3)s2)c1	-0.1	-1.4	0.1	-1.3	-7.0	-0.4	-0.8	0.1	1.5	1.3	-8.2
c1ccc(-n2ncc(-c3nn[nH]n3)n2)cc1	-1.4	-0.7	-0.8	1.9	5.5	0.1	-0.7	0.3	4.4	-1.7	-1.9
Cc1nn(C)cc1C1Nc2ccccc2C(=O)N1O (centres undefined)	7.7	-0.7	3.9	0.0	3.0	1.7	0.8	-0.4	4.0	0.3	-15.1
O=C(CSC1=NCCS1)Nc1ccc2ccccc2c1	2.1	-1.2	0.5	-2.2	2.3	-0.2	5.6	-0.8	-3.3	1.6	-3.6
Clc1ccc(Cn2cnc3ccccc32)cc1	-6.8	-2.1	-2.8	2.0	-0.3	-2.9	-3.4	-0.7	-7.1	1.6	-4.2
Cc1ccc(/C=C/c2ccc(=O)n(Cc3ccccc3Cl)n2)cc1	-0.2	0.0	1.7	-1.9	4.4	0.4	4.8	-0.5	11.1	0.2	-22.4
Cc1ccc(/C=N/NC(=O)c2cc3c(ccc4ccccc43)o2)cc1[N+](=O)[O-]	0.8	-0.6	-2.2	-0.1	-1.1	0.1	1.3	0.4	-21.5	-1.3	0.0
COc1ccc(C(=O)Nc2cc(C(C)=O)c(C)oc2=O)cc1	-3.0	-0.7	0.1	-2.1	-0.9	2.0	1.0	0.1	-0.3	4.7	1.1
COc1ccc(C(=O)N2CCC(C(=O)Nc3ccccc3C)CC2)cc1OC	-1.3	-1.4	-0.2	1.8	3.4	-0.3	1.6	-0.5	1.4	-2.4	-1.2
COc1ccc(C(CNC(=O)c2cccc(S(=O)(=O)Nc3cccc(C)c3)c2)N2CCOCC2)cc1 (centres undefined)	-1.4	-0.9	-2.0	-0.4	-14.4	0.7	0.3	-0.3	0.1	-0.1	-6.7
COc1ccc(OCC(=O)Nc2ccc3c(c2)nc(CN2CCCC2)n3C)cc1	-0.8	-1.2	-1.7	0.4	-1.4	-0.3	1.2	2.0	4.3	-0.6	-9.2
CC(=O)N1CCN(c2ccc(N3CCN(C(C)=O)[C@@H](C)C3)c(C)c2)[C@@H](C)C1	-0.6	-1.1	-1.9	-2.6	-0.1	-1.7	1.0	.	-5.3	.	0.2
CC(=O)N1CCN(Cc2nc3cc(NC(=O)c4ccc(F)cc4)ccc3n2C)CC1	1.1	-2.1	-1.3	-1.1	-1.5	-0.8	0.6	-1.5	-4.5	0.3	-3.0
O=C(NC(=S)NCc1cccnc1)c1cc2ccccc2o1	1.5	-1.3	-0.5	-1.2	5.4	-0.7	3.7	-0.3	3.5	3.5	4.7
O=C(/C=C/c1ccc([N+](=O)[O-])cc1)OCC(=O)N1c2ccccc2Sc2ccccc21	0.4	-0.8	-2.8	0.1	3.0	0.1	0.4	1.0	1.9	-2.2	2.2
CCC(CO)Nc1cccc2c1S(=O)(=O)N(Cc1cn(Cc3cccc(C(F)(F)F)c3)nn1)Cc1ccccc1O2 (centres undefined)	1.6	-1.2	-1.5	.	-12.6	-0.7	-1.5	.	5.1	.	-13.7
CCC(C)(C(=O)NC1CCCCC1)N(C)C(=O)c1ccc2c(c1)OCO2 (centres undefined)	-1.6	-0.5	-0.8	-0.7	-0.5	0.6	-1.9	-0.8	-2.9	2.1	3.1
CC(C)CC(=O)Nc1cccc(C(C)O)c1 (centres undefined)	-3.3	-0.7	0.3	2.5	4.3	-0.1	-0.3	.	-4.7	.	-4.7
COc1ccccc1NC(=O)C(C)n1cnc2c(oc3nc4c(cc32)CCCC4)c1=O (centres undefined)	-0.8	-1.2	-0.3	-0.5	-6.1	-0.6	-1.6	0.5	-9.2	1.8	-10.2
Cn1c(CNS(=O)(=O)c2ccc(F)cc2)n[nH]c1=S	-2.9	-1.0	-0.8	-0.1	2.8	-0.1	-1.8	2.2	-1.2	2.3	-0.5
O=C(Nc1ncc(Cc2ccccc2)s1)C1COc2ccccc2O1 (centres undefined)	2.5	0.2	2.5	0.1	-7.9	4.2*	10.8*	2.7	7.0	3.0	0.5
O=C(NNC(=O)c1cccc(-n2cccc2)c1)c1ccccc1	-0.8	-1.4	-0.3	-0.3	-3.5	3.0	2.9	1.1	-3.7	2.8	-3.8
COc1cc(NC(=O)CSc2nncn2C)c(C)cc1[N+](=O)[O-]	-0.4	-1.3	0.8	-2.8	-0.4	-1.1	1.1	-0.2	2.3	3.5	2.9
CCOC(=O)C1=C(Nc2ccc(OC)cc2)C(N)=NC1=N	3.0	0.6	3.6	-4.3	6.1	-1.4	10.2	2.6	3.9	2.5	-7.6
CSc1ccc(C(=O)C2CCCN(C(=O)CN3CCOC3=O)C2)cc1 (centres undefined)	-1.8	-0.6	0.6	0.4	1.2	0.7	0.2	-0.3	6.0	0.4	-4.9
Cc1ccc(-n2nnnc2CNC(=O)c2ccc(Br)o2)cc1C	0.2	-1.2	1.2	-0.3	10.1	0.2	0.5	-0.3	2.9	1.4	-10.1
O=C(Cc1ccc(-n2cccc2)cc1)NC1CCCCC1	0.5	-1.6	-0.1	2.7	-14.7	-0.7	1.1	0.2	-2.8	2.2	-1.6
Nc1ccccc1SC1CC(=O)N(c2ccc3c(c2)OCCO3)C1=O (centres undefined)	3.1	-0.7	4.0	0.1	0.8	0.8	4.5	1.8	0.6	2.4	-2.1
COc1ccccc1OCC(=O)NCc1nc(-c2ccccc2)no1	-1.6	-0.4	-1.1	-0.5	-1.2	-0.3	0.7	-0.1	-1.5	-0.1	-14.0
Cc1cccc(NC(=O)CN2C(=S)NC(C)(C)CC2C)c1C (centres undefined)	2.6	-1.6	5.3	1.1	10.5	-0.7	2.0	1.7	4.7	-2.0	1.7
CCc1nc2c(OCCn3cccc3)cccn2c1N(C)C(=O)CC(C)C	-2.7	-1.3	-1.1	0.4	-21.1	0.0	6.2	.	7.8	-0.1	-0.9
COC(=O)C(CC(=O)Nc1cc(C)ccc1C)Nc1ccccc1OC (centres undefined)	-3.2	-1.5	-0.8	-0.2	-0.3	-0.2	-2.3	-0.8	-0.5	-3.0	1.9
COc1ccc(Cn2nnnc2C(c2ccccc2OC)N2CCC(C(N)=O)CC2)cc1 (centres undefined)	-0.4	-1.3	-0.5	-0.2	0.5	0.0	-2.2	0.1	-2.6	-1.7	2.2
NC(=O)[C@@H]1CCCN1Cc1c(C(=O)N2CCN(C3CCCCC3)CC2)nc2ccccn12	-1.6	-0.2	-1.3	0.7	-9.0	1.4	-0.5	0.7	-3.3	2.7	-124.5
COc1cccc(C2c3[nH]c4ccccc4c3CCN2Cc2cccc(C)n2)c1 (centres undefined)	-1.9	0.6	3.8	-2.6	-26.2	0.2	0.4	0.6	0.4	-0.8	-137.1
Cc1ccc(C)c(S(=O)(=O)N2CCN(C(=O)Cc3ccccc3)CC2)c1	-2.6	-1.0	-1.8	1.9	-1.6	-0.5	-1.3	-0.1	-0.4	-0.2	-0.5
CN(CC(=O)Nc1cccc(F)c1)C(=O)CNC(=O)Cc1cccc2ccccc12	-2.0	-0.2	-1.8	0.9	-13.4	-1.1	-1.3	-0.9	-2.3	-1.2	-1.4
CCC(c1nnnn1Cc1ccco1)N1CCC(C(N)=O)CC1 (centres undefined)	-3.2	-0.8	-2.8	0.3	0.3	0.1	-1.9	0.4	-10.1	-0.4	-0.5
CCN(CC(=O)Nc1ccc(N2CCOCC2)cc1)C(=O)c1ccc(C(F)(F)F)cc1	2.0	-1.4	-1.3	-0.8	4.8	-0.2	-2.8	0.8	-1.5	1.0	4.8
CSC1=N/C(=C\c2ccc(C)cc2)C(=O)S1	0.9	-0.9	1.0	-2.6	0.6	0.8	0.7	0.4	0.5	-1.6	-2.7
Cn1cccc1-c1cc(C(=O)N/N=C/c2cc(Br)ccc2O)[nH]n1	-3.8	-2.1	-5.0	-0.2	-16.0	-2.1	-9.9	-0.9	3.7	-3.6	-90.7
Nc1nc(SCn2nnc3ccccc3c2=O)n[nH]1	-7.9	-1.7	0.8	-1.9	3.3	1.4	-1.0	6.8*	-1.7	1.6	4.5
COc1ccc(S[C@]2(C(=O)N3CCN(c4ncccn4)CC3)CC(=O)N(c3ccc(C#N)cc3)[C@@H]2c2ccc(OC)cc2)cc1	0.3	-1.7	-3.0	.	-7.1	-0.9	-4.7	.	6.5	.	-3.9
O=C(NN1C(=O)c2ccccc2NC12CCCCC2)c1ccccc1	0.2	-1.3	1.0	0.1	3.0	0.4	6.8	0.6	5.9	-1.0	-80.7
COc1ccc(NC(=O)CN(C)C2CCCCC2)cc1Cl	-0.7	-1.7	-1.3	0.2	-5.0	0.1	0.7	-0.8	1.7	0.7	-6.1
CC1CCN(C(=O)CSc2nc3ccccc3s2)CC1	6.8	0.0	6.5*	-2.0	-0.1	2.2	12.4*	4.6*	0.7	1.8	-1.5
COc1ccccc1OCC(=O)NNC(=O)CSC(=S)N1CCCC1	-1.1	0.0	0.4	0.6	9.0	5.1*	-0.7	-0.8	-2.0	-0.8	2.9
CC(OC(=O)CCCN1C(=O)c2ccccc2C1=O)C(=O)Nc1ncc(Cl)cc1Cl (centres undefined)	-1.9	-1.2	-1.8	1.3	4.6	-0.1	-2.2	3.0	-3.3	-2.0	-3.6
Cc1snc(SCC(=O)c2ccc(Cl)cc2)c1C#N	-0.2	-1.2	0.0	1.0	-33.0	0.3	7.7	0.6	0.8	2.6	-2.3
C/C(O)=C(/C#N)c1nc2ccccc2[nH]1	3.5	-1.5	-0.1	-1.2	-2.5	-0.2	-1.5	0.2	2.6	2.2	2.6

(further entries)
SMILES	SMARCA2 activ	ssDAF12 agonist	hcDAF-12 act	PG9 binder	sPLA2-III inh	DAX1 inh-1	hgDAF-12 ag	DAX1 inh-2	Rev-erbA mod	FXN GAA850 act	PLC-beta3 inh
Nn1c(SCc2ccc(C(=O)O)cc2)nnc1-c1ccc(Cl)cc1Cl	-0.8	-1.1	-0.9	-0.6	-0.2	-0.3	0.5	1.7	3.1	0.5	-7.6
CCOc1cc(CNc2ccc(N3CCN(C(C)=O)CC3)cc2)cc(Br)c1OC	8.6*	-2.0	-1.2	-5.3	-5.2	-1.2	-1.1	-1.8	-2.4	0.7	-46.8
COc1ccc(NC(=O)Nc2ccc3c(c2)C(=O)N([C@H](C)CO)C[C@H](C)[C@@H](CN(C)S(=O)(=O)c2cccs2)O3)cc1	-1.8	-1.8	1.2	-1.0	-20.1	-0.3	-0.2	0.6	1.3	0.7	4.2
Cc1ccc(NC(=O)NC(=O)CN2C(=O)NC3(CCc4ccccc43)C2=O)c(C)c1 (centres undefined)	-2.0	-1.1	-1.7	-0.3	-38.4	-0.2	-0.2	-0.2	2.6	2.9	-0.1
CCOC(=O)C1(C)CCCN(C(=O)COc2ccccc2)C1 (centres undefined)	-1.5	-1.2	-1.1	0.3	1.9	0.2	-0.4	.	1.2	1.3	-0.1
